# APOBEC3G inh: APOBEC3G (human) deaminase inhibition | recombinant A3G, ssDNA deamination FAM/TAMRA fluorescence | inhibition, % at 20 µM | actives 0.28% (n = 330,000);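 active = inhibition of at least 40% at 20 µM, with no more than 30% in the related APOBEC3A deaminase screen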;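 also: plate controls were DMSO wells with A3G for no effect and wells lacking A3G enzyme for full effect; some compounds called inactive have numbers as strong as hits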
# SENP8 block-1: inhibitors of human SENP8 protease; Q96LD8; recombinant SENP8, Nedd8 substrate fluorescence; inhibition, % at 20 µM; actives 0.64% (n = 360,000); AID 602440; in the data active = inhibition mostly above about 40%, no sharp cut-off; inactive = mostly below about 27%
# SENP7 block: inhibitors of human SENP7 protease. inhibition, % at 5 µM. recombinant SENP7, Z-RLRGG-aminoluciferin luminescence, 40 min. actives 1.5% (n = 330,000);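 active = inhibition above about 50% at the single test dose, limit read from the data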;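 also: plate controls were DMSO with enzyme for no effect and no enzyme buffer wells for full effect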
# Target sequence (Q9BQF6 706-1050 limits assumed): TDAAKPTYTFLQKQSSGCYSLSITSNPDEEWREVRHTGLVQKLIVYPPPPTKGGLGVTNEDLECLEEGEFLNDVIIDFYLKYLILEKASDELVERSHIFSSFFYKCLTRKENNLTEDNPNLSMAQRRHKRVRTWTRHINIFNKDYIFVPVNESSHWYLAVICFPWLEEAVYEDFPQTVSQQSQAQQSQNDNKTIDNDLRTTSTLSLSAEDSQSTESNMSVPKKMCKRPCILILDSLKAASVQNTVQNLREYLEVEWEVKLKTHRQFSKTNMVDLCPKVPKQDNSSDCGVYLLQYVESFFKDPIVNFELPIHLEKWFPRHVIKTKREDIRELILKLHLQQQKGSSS
# UBC13 inh: inhibitors of human UBC13 polyubiquitin chain formation | inhibition, % at 20 µM | actives 0.47% (n = 330,000) | TR-FRET | P61088; in the data active = inhibition above about 45%, passing the limit was not always enough; inconclusive = no clear call, values can overlap the other calls
# Target sequence (P61088 whole entry, looked up): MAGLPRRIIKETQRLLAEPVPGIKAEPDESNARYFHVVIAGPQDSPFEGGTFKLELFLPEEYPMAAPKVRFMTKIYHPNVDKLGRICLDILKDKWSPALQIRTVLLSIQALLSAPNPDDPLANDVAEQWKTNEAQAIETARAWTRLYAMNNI
# SENP6 block: blocks the human protease SENP6; Q9GZR1; Recombinant SENP6 catalytic domain, aminoluciferin luminescence; inhibition, % at 10 µM; actives 1.8% (n = 330,000);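 active = inhibition above about 50% at the single tested dose, limit read from the data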;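 also: plate controls were DMSO wells with enzyme for no effect and DMSO wells lacking enzyme for full effect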
# Target sequence (Q9GZR1 628-1112 limits assumed): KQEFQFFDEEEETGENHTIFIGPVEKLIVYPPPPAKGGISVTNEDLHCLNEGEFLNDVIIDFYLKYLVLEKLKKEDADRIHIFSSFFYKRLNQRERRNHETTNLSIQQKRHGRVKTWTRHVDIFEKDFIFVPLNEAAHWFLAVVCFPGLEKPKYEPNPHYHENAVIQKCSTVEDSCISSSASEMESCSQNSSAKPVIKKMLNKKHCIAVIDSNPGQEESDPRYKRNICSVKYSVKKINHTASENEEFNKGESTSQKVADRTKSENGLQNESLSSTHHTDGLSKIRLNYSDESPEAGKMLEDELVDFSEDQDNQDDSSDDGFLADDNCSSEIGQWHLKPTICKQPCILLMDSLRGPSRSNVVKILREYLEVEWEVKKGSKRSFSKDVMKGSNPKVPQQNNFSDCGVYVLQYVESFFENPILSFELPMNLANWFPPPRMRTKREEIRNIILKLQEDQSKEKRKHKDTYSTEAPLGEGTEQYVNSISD
# Apaf1 inhib: human Apaf-1 inhibition; O14727; AID 489030; actives 0.71% (n = 330,000); inhibition, % at 20 µM; reconstituted apoptosome caspase-3 activity, DEVD-Rh110 fluorescence; active = inhibition of at least 40% at 20 µM;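 also: plate controls were DMSO wells for no effect and DEVD-CHO caspase inhibitor wells for full effect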
#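 System – cell-free apoptosome with Apaf-1, procaspase-3 and caspase-9 · Buffer or medium – pH 7.5 Hepes buffer with CHAPS, BSA, DTT · Also added – cytochrome c with DEVD-Rh110 · Times – 30 min compound preincubation, 50 min activation, room temperature · Technique – Rh110 fluorescence intensity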
# SENP1 FRET inh: blocks the human SENP1 SUMO protease catalytic domain. inhibition, % at 10 µM. recombinant SENP1 catalytic domain, CyPet-SUMO1-YPet FRET cleavage. actives 0.21% (n = 360,000);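 active = inhibition at least 30% at 10 µM, raw YFP signal under a set limit, fluorescence ratio 0.5 to 1.5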;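 also: 0% = enzyme with DMSO and 100% = no enzyme wells; some results filed as inactive read as strong as hits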
#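 material = recombinant human SENP1 catalytic domain, His6-tagged | quantity = 20 pM enzyme | reagent = 25 nM SUMO1 FRET substrate | compound dosing = 10 µM single point, 0.5% DMSO | timing = 50 min enzyme reaction, room temperature, light-protected | detection = FRET, CFP and YFP emission | control set = no-enzyme low, enzyme-DMSO high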
# SENP8 block-2: SENP8 protease inhibition | inhibition, % at 10 µM | Q96LD8 | actives 1.2% (n = 330,000) | AID 2540 | purified SENP8, Z-RLRGG-aminoluciferin cleavage, luminescence; in the data active = inhibition above about 50%
# * = called active by the depositor; u = inconclusive; x = no result given.
# The line under a structure holds: APOBEC3G inh, SENP8 block-1, SENP7 block, UBC13 inh, SENP6 block, Apaf1 inhib, SENP1 FRET inh, SENP8 block-2
CCC(=O)Nc1ccc2c(c1)nc(CCN1CCN(c3ccccn3)CC1)n2C
    -5, 8, 4, 2, 7, -2, 2, 7
Cc1ccc(-n2nnnc2-c2cnc(-c3cccnc3)nc2C(F)(F)F)cc1
    -2, 12, 6, 3, -5, 17, 3, 0
OC(CNCc1cccnc1)COc1ccc2ccccc2c1 (stereo unspecified)
    -4, -1, -1, 1, -11, 4, 1, 8
C#C[C@]1(O)CCC2C3CCC4=Cc5oncc5CC4(C)C3CCC21C (stereo partly specified)
    -5, 19, 6, 1, -6, 24, 0, 21
O=C(O)CCC(=O)CCC(=O)c1ccc(Cl)cc1
    -4, -3, -1, 0, -8, -22, 0, -15
CCOc1ccc(OCC)c(NC(=O)CSc2nnnn2CC)c1
    -2, 20, -3, -7, -12, 13, 2, -11
Cc1ccc(/C=C/C(=O)NCc2ccc3c(c2)OCO3)o1
    -4, 11, -1, 3, 0, 0, -7, 4
COc1cc(NC(=O)CN2C(=O)COc3ccc(S(=O)(=O)N4CCOCC4)cc32)cc(OC)c1
    -4, 12, 7, -1, -7, -2, -2, 3
O=[N+]([O-])c1ccc(N=Nc2ccc(O)cc2O)cc1
    5, 5, 98*, -273, 97*, 7, 3, 96*
CCOc1cc(N2CCOCC2)c(OCC)cc1NC(=O)CSc1ncn[nH]1
    3, 5, 14, -4, 22, 6, 0, -5
Cc1cc2ccccc2c(=O)n1CC(=O)Nc1ccc2c(c1)OCO2
    -1, -100, -3, 5, 3, -2, -2, -3
Cc1cccc(N(Cc2cc3ccccc3[nH]c2=O)C(=O)c2cccs2)c1
    8, -19, -1, -10, -34, 14, 0, -3
CC(CC(=O)Nc1cc(S(=O)(=O)N2CCOCC2)ccc1OCC(F)(F)F)c1ccccc1 (stereo unspecified)
    -6, 15, 5, 7, 2, -2, 0, 5
O=c1c2ccccc2sc2ccc(C#CC3(O)CCCCC3)cc12
    -10, -260, 97*, 14, 98*, 25, -93, 96*
COc1cc(C)c(C(N)=O)c(OC)n1
    2, 22, -5, -11, 4, 1, 0, -5
CCOc1ccc(CN(C(=O)c2cc(=O)c3cc(C)cc(C)c3o2)C2CCS(=O)(=O)C2)cc1 (stereo unspecified)
    0, 1, 1, 6, 3, 15, 3, -2
Cc1ccc(C)c(OCCn2c(=O)c3c(ncn3C3CCCC3)n(Cc3ccccc3)c2=O)c1
    -7, 15, -2, -4, 3, 2, 1, 3
O=C(c1c(F)cccc1F)N1CCCC(c2nc(-c3ccc(F)cc3)no2)C1 (stereo unspecified)
    -1, 15, 1, 1, 8, 5, 0, -6
COc1cc(S(=O)(=O)N2CCN(Cc3ccc4c(c3)OCO4)CC2)ccc1NC(C)=O
    -5, 12, -10, -14, -4, 4, 2, -7
COc1ccccc1NC(=S)N1CCN(c2nc(-c3ccccc3)cs2)CC1
    -4, 1, 1, 1, 13, 6, 0, 0
O=C(NCC(=O)N(Cc1cccs1)C(C(=O)NC1CCCCC1)c1ccncc1)c1ccco1 (stereo unspecified)
    -3, -6, 7, 1, -5, -3, -7, -2
Cc1cccc(C)c1NC(=O)COC(=O)CCC(=O)c1cccs1
    -7, -3, -11, -8, -39, 4, 3, -8
CCCCC/C=C/C1=CC(=O)C[C@H](c2ccc3c(c2)OCO3)C1
    -4, 8, 5, 1, 8, 27, -1, -2
O=C(Nc1ccccc1)Nc1ccccc1NS(=O)(=O)c1cccs1
    -4, 12, -1, 1, -8, -5, 2, 5
COc1cc(/C=C/C(=O)OC[C@H]2O[C@H](OC3(CO)OC(CO)C(O)C3O)[C@H](O)[C@@H](O)[C@@H]2O)ccc1O (stereo partly specified)
    9, -144, 2, 2, -16, 16, -15, -11
CC(=O)c1c(C(C)=O)c(C)n(-c2ccc(N)c(C)c2)c1C
    -3, 11, -3, 2, -4, 5, 0, -4
CCOC(=O)/C(C#N)=C\c1ccco1
    3, 10, -6, -15, -19, -6, -1, -15
CNC(=S)N(C)/N=C1/C(=O)N(Cc2c(Cl)cccc2Cl)c2ccccc21
    -7, 5, -17, -31, -7, 12, 4, -12
CC(=O)Oc1ccc2c(c1)cc(C)n2C
    -10, 19, -6, -8, -10, 13, 16, -5
Cc1ccc(C(=O)NCC(=O)NCC(c2cccs2)N2CCOCC2)cc1C (stereo unspecified)
    -3, -3, 7, 9, 4, 20, -6, 5
Cc1c(/C=N/NC(=O)c2cccs2)c2ccccc2n1Cc1ccccc1Cl
    -2, -106, 5, 6, -15, -3, -3, 4
O=c1c2ccccc2oc2cc(-c3ccc4[nH]ccc4c3)ccc12
    -12, -321, 20, 8, 33, 6, 2, 7
CCN(CC)CCOc1c(C)cccc1Cl
    -3, 17, 0, 0, 9, -5, 5, 8
Cc1ccc(C(=O)Nc2nc3ccccc3s2)s1
    -3, -113, 85*, 20, 91*, 16, -4, 73*
Cc1ccccc1SCC(=O)NNC(=O)c1ccncc1
    -8, 4, 6, -3, 10, -13, 4, -1
Cc1noc(C)c1CSCC(=O)Nc1cc(S(=O)(=O)N2CCCCC2)ccc1OC(C)C
    -5, 14, 0, -13, -1, 15, -2, -4
CC(=O)NC(Cc1cccc(F)c1)C(=O)NC1CCN(C(=O)c2ccc(C)cc2)CC1 (stereo unspecified)
    -4, 9, -2, 1, -3, -7, 2, 3
Cc1ccc2c(c1)C(c1ccccc1)N(C(=O)C(C)C)CC(=O)N2 (stereo unspecified)
    -3, 13, 30, u, -8, 1, 0, 0
NS(=O)(=O)c1ccc(CCNC(=O)Nc2ccc(Cl)cc2)cc1
    -2, 33, -4, 4, -3, 10, 2, -2
COCCNC(=O)C(c1ccco1)N(C(=O)Cn1nnc2ccccc21)c1cc(C)ccc1C (stereo unspecified)
    -5, 22, -7, 6, -8, -8, 4, -6
O=C1c2ccccc2C(O)(c2ncc[nH]2)N1CCc1ccccc1 (stereo unspecified)
    -5, -1, -1, -1, -4, -11, 0, 3
c1ccc(-c2cc(-c3ccc(N4CCOCC4)cc3)nc3ccccc23)cc1
    -1, -327, 4, 4, 1, 24, -15, -5
COC(=O)C/C=C/[C@@H](C)[C@@H](/C=N/OC[C@H]1O[C@H](c2ccccc2)C=C[C@@H]1Oc1ccc(OC)cc1)NS(=O)(=O)c1ccc(C)cc1
    3, x, 2, -8, 1, 24, x, 4
CCOC(=O)c1ccc(NC(=O)NC2CC3CCC(C2)N3Cc2nnnn2Cc2ccco2)cc1 (stereo unspecified)
    -4, 8, -3, 19, 8, 10, -12, 0
CN1CCc2c(OCC(=O)N3CCCc4ccccc43)cccc2C1=O
    -6, 8, -6, 10, -13, 4, 0, -8
Cc1ccc([N+](=O)[O-])cc1N(CC(=O)N1CCCCC1)S(C)(=O)=O
    -3, -1, -2, 4, -10, -7, 1, 4
CCCCN1C(=O)C(O)(CC(=O)c2ccco2)c2cc(Br)ccc21 (stereo unspecified)
    -3, 14, 2, 0, -2, 4, 3, -2
CCOC(=O)C(NC(=O)c1ccccc1)(OCC1(CC)COC1)C(F)(F)F (stereo unspecified)
    1, 15, 1, 6, -2, -1, 1, 0
CCOC(=O)[C@@H]1[C@H]2COc3ccccc3[C@@H]2N2C(=O)N(c3ccc(F)cc3)C(=O)[C@@]12C
    -2, 10, -2, 10, 0, -3, 1, 3
COc1ccc(C2(CNC(=O)c3ccccc3[N+](=O)[O-])CCOCC2)cc1
    -5, 6, 1, 6, 11, -2, 1, 0
COc1ccc(-c2ccc(C#N)c(SCC(=O)NC3CC3)n2)cc1OC
    -6, -450, 17, 6, 3, -6, -4, -11
O=C(Nc1ccc(F)cc1)Nc1ccccc1C(=O)NCCN1CCNC1=O
    -3, -136, 0, 1, 17, -11, 1, 0
CCNC(=O)NC(=O)COC(=O)c1cccc(NS(=O)(=O)/C=C/c2ccccc2)c1
    1, 20, -1, 3, -4, 11, 0, 0
CSc1nc(NCCCO)c2c3c(sc2n1)CN(C)CC3
    -4, -449, 13, 8, -13, -13, -90, 0
CN(CC(=O)Nc1c(Cl)cccc1Cl)C(=O)CCC(=O)c1ccccc1
    -7, 6, -7, 1, -2, 6, 0, 9
O=C(Nc1cccc(F)c1)c1ccc2c(c1)OCO2
    -2, 26, 90*, 4, 86*, -3, 1, 71*
Cc1c(N=Cc2nc3ccccc3n2C)c(=O)n(-c2ccccc2)n1C
    -6, 26, 83*, -19, 46, 6, 1, 51*
COc1cccc(OC)c1C(=O)N1CCN(c2ccccn2)CC1
    -5, -12, 0, 2, 13, -3, 3, 8
CCOC(=O)N1CCN(C(=O)CCn2nc(-c3ccc(Cl)cc3)ccc2=O)CC1
    0, -1, 0, -9, -14, 4, 1, -1
C/C(=N\NS(=O)(=O)c1ccc(C(C)(C)C)cc1)c1ccccc1
    -10, 7, -13, -7, -22, 24, 1, -6

# (further entries)
# The line under a structure holds: APOBEC3G inh, SENP8 block-1, SENP7 block, UBC13 inh, SENP6 block, Apaf1 inhib, SENP1 FRET inh, SENP8 block-2
CC(=O)N1CCN(C(=O)c2ccc(NS(=O)(=O)c3ccc4[nH]c(=O)[nH]c4c3)cc2)CC1
    -1, 3, -7, 0, -3, -1, 1, -8
O=C(Oc1ccc2c(=O)c(Cl)coc2c1)c1ccncc1
    -3, -157, 4, 21, -24, 0, -7, 2
COC(=O)CC1C(=O)NCCN1C(=O)NC1CCCCC1 (stereo unspecified)
    -2, 25, -7, -9, -7, 3, 1, -13
CCC(CC)C(=O)OCC(=O)Nc1ccc(S(=O)(=O)N2CCOCC2)cc1OC
    -2, 6, 2, 0, 5, -10, -1, -5
Cc1ccc(-c2ccc(C(=O)NCc3ccccc3)o2)c2ccccc12
    -9, -484, 5, -28, -10, 18, -1, -3
COC(=O)c1c(C)[nH]c(C(=O)/C=C/c2ccc(C)cc2)c1C
    -4, -1, 30, -6, -4, 5, -8, -6
CCc1nc2c(c(=O)c3ccccc3n2C)c(=O)n1CCc1ccc(OC)cc1
    -4, x, 0, 22, -11, 2, x, -12
CC(C(=O)Nc1cccnc1)N1C(=O)c2ccccc2C1=O (stereo unspecified)
    -6, 3, 0, 2, 1, -21, 2, -5
Cc1ccc(C(=O)C2=C(O)C(=O)N(Cc3ccccc3)C2c2cccnc2)o1 (stereo unspecified)
    -1, -4, 5, -12, 5, -6, 2, 0
COC(=O)C1=C(C)N(c2ccc(C)c(C)c2)/C(=C/c2ccc(O)cc2)C1=O
    3, 19, 2, -30, 4, 8, 0, -2
O=C(NNc1ccc(-c2csnn2)cc1)c1ccccc1C(F)(F)F
    -9, 8, -9, 8, -18, -24, 2, -4
COc1ccc(C(=O)Nc2ccc3c(c2)nc(CN2CCN(C(C)=O)CC2)n3C)cc1
    -8, 5, 7, -4, 2, -2, 0, 4
CN(Cc1nc(Cc2ccccc2F)no1)[C@@H]1CS(=O)(=O)C[C@H]1O
    -4, 9, -3, 8, 8, -14, 0, 0
COc1ccc(C(=O)NCCC2=CCCCC2)cc1OC
    0, 18, 10, 4, -10, 1, 1, 5
COc1ccc(/C=C2\Sc3ccc(C(=O)N4CCN(Cc5ccccc5)CC4)cc3N(C)C2=O)cc1OC
    -4, -30, 13, 0, 6, 21, 2, -10
